High-throughput results deposited in PubChem by several laboratories.
Redox H2O2 prof: compounds producing H2O2 with reducing agent – biochemical, NIH compound library profiling, artefact control for MLSCN library redox annotation, primary screen. DTT-dependent redox cycling H2O2, phenol red/HRP absorbance; 100% = 100 µM peroxide control, 0% = buffer. activation, % at 10 µM. hit rate 0.03% among 200,000;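 active = activation of at least 50% relative to the plate's high and low controls in the primary single-dose screen; inactive = activation below 50%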;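 also: compound incubated with DTT at 0.8 mM final as the reducing agent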
APP transl inh: APP translation inhibition. AID 1285. SH-SY5Y APP 5'UTR-luciferase reporter, luminescence. hit rate 0.82% among 190,000. inhibition, % at 2 µM;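 active = inhibition above a set limit, derived from the sample mean plus 3 SD, cut at about 45% in these data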; also: values of inactives mirror those of a sister screen read the other way
FLuc stim CS: firefly luciferase counter-screen for stimulation assays. 200,000 tested, under 10 active. ATPlite luciferase biochemical, luminescence, 10 min; 0 = ATP-free wells, 1 = DMSO control. activation factor at 10 µM;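 active = luciferase activation factor, scaled between plate controls, of at least 2 with compound at 10 µM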
Target sequence (P08659 whole entry, looked up): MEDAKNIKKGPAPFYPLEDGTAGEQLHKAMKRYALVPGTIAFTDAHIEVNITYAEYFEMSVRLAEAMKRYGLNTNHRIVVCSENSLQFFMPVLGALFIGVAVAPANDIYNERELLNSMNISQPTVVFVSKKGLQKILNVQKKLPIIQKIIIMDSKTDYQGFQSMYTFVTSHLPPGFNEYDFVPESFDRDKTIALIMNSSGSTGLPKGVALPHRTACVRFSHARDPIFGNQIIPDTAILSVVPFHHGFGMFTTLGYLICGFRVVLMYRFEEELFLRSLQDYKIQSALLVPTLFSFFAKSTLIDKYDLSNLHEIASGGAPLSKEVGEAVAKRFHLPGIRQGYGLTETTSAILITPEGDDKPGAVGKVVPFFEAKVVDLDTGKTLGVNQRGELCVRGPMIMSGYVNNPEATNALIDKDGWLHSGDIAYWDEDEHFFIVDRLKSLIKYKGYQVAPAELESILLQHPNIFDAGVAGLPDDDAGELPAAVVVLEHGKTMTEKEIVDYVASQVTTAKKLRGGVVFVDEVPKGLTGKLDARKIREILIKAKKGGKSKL
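Assay system: Luciferase/luciferin detection reagent, cell-free biochemical luciferase assay / Read-out: luciferase activation / Benchmarks: No-ATP low control, compound-free enzyme-plus-ATP high control / Medium: PBS buffer for ATP / Detection: luminescence measurement of luciferase light output / Schedule: 10 min at ambient temperature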
Efa HMGR inh: inhibitors of class II HMG-CoA reductase from Enterococcus faecalis. purified E. faecalis HMGR, NADPH absorbance 340 nm kinetic. hit rate 0.41% among 190,000. AID 1066. inhibition, % at 10 µM;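 active = inhibition above a set limit, the median over all tested compounds plus 3 SD, cut at about 9.5% in these data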;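 also: enzyme runs in reverse so mevalonate oxidation gives rising NADPH absorbance; 0% = complete reaction with DMSO and 100% = background rate lacking mevalonate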
STAT1 act: activators of IFN-gamma induced STAT1 signaling; NIH 3T3 STAT1-luciferase reporter, luminescence; 100% = IFN-gamma alone, no compound; activation (% of control), % at 5.5 µM; hit rate 2.6% among 200,000; AID 932;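 active = activation above the screen-wide mean activation plus 3 SD, cut at about 130% in these data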;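 also: raw ratio to IFN-gamma control signal so 100% means no change and 0% no light; values of inactives mirror those of a sister screen read the other way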
NF-kB expr up: raises NF-kB expression in human neuronal cells; hit rate 1.6% among 190,000; NF-kB reporter expression; stronger effect = higher value; AID 1239; fold change at 12.5 µM; in the data active = fold change above about 3.3
G6PDH counter: L. mesenteroides G6PDH inhibition counter-screen; hit rate 0.12% among 200,000; AID 1020; inhibition, % at 5 µM; Purified L. mesenteroides G6PDH, diaphorase/resazurin coupled fluorescence, 45 min; in the data active = inhibition above about 50%
FLuc inhib CS: Photinus pyralis luciferase inhibition counter-screen; ATPLite firefly luciferase biochemical luminescence, 10 min; inhibition, % at 10 µM; hit rate 1.5% among 200,000;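 active = inhibition above about 50% when tested at 10 µM, limit read from the data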
Hsp70 act: switches on Hsp70 transcription | activation, % at 10 µM | HeLa Hsp70 promoter luciferase reporter, luminescence; scaled: vehicle 0, proteasome-inhibitor control 100% | hit rate 0.04% among 200,000;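 active = activation above the mean across all tested compounds plus 3 SD, cutoff set per campaign, cut at about 5.5% in these data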;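 also: 100% = MG132 at 30 µM as the positive control and 0% = DMSO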
APP 5'UTR act: APP 5'UTR luciferase reporter activation; SH-SY5Y APP 5'UTR luciferase reporter, luminescence; zero percent = DMSO vehicle wells; hit rate 1% among 190,000; activation, % at 2 µM;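 active = activation above a set limit, based on mean plus 3 SD of controls, cut at about 140% in these data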; also: values of inactives mirror those of a sister screen read the other way
* = called active by the depositor; / = not tested or not shown.

Sample of the layout (3 entries):
SMILES	Redox H2O2 prof	APP transl inh	FLuc stim CS	Efa HMGR inh	STAT1 act	NF-kB expr up	G6PDH counter	FLuc inhib CS	Hsp70 act	APP 5'UTR act
CC(=O)c1c(C)n([O-])c2ccccc2[n+]1=O	0.3	-17	1	-4	97	1.1	8	-2	-0.3	17
COc1cc(/C=N/N2C(=O)CSC2=S)cc(Br)c1O	-1.9	-11	1	1	92	0.82	4	-2	-0.2	11
Cc1cc(C)cc(OCC(=O)Nc2ccc3c(c2)C(=O)c2ccccc2C3=O)c1	0.3	-10	1	0	94	1.1	-23	-5	-0.4	11

All compounds of this part, from the start:
SMILES	Redox H2O2 prof	APP transl inh	FLuc stim CS	Efa HMGR inh	STAT1 act	NF-kB expr up	G6PDH counter	FLuc inhib CS	Hsp70 act	APP 5'UTR act
CC(=O)c1c(C)n([O-])c2ccccc2[n+]1=O	0.3	-17	1	-4	97	1.1	8	-2	-0.3	17
COc1cc(/C=N/N2C(=O)CSC2=S)cc(Br)c1O	-1.9	-11	1	1	92	0.82	4	-2	-0.2	11
Cc1cc(C)cc(OCC(=O)Nc2ccc3c(c2)C(=O)c2ccccc2C3=O)c1	0.3	-10	1	0	94	1.1	-23	-5	-0.4	11
CCc1ccccc1S(=O)(=O)Cc1ccc(C(=O)N2CCN(c3ccccn3)CC2)o1	0.3	-6	1.1	-3	103	0.5	14	-7	-0.2	6
CC(Sc1n[nH]c(N)n1)C(=O)C12CC3CC(CC(C3)C1)C2 (configuration not stated)	-0.1	5	1.1	-1	105	0.92	2	-5	-0.3	-5
O=S(=O)(c1cccc(-c2nnc(SC(F)F)n2-c2ccccc2)c1)N1CCCCC1	-0.1	7	1.1	1	93	0.72	7	-9	-0.2	-7
Cc1ccc(SC(C)C(=O)Nc2cccnc2)cc1 (configuration not stated)	1.8	-15	1	-6	107	0.99	5	-5	-0.2	15
COc1cc2c(C(=O)N3CCN(Cc4ccc5c(c4)OCO5)CC3)cn(C)c(=O)c2cc1OC	-5.0	-9	1	-3	95	0.84	14	-1	0.2	9
O=C(NCN1CCN(CCO)CC1)c1cnccn1	0.1	7	1	-2	98	1.2	7	-1	-0.5	-7
Clc1ccc(CSc2snnc2-c2ccccc2)c(Cl)c1	-1.4	-37	0.9	-4	111	2.3	12	8	-0.1	37
Cc1cnc(C(=O)N2CCc3c([nH]c4ccccc34)C2c2ccc(F)cc2)cn1 (configuration not stated)	-0.7	6	1	-7	104	0.98	15	-4	-0.2	-5
CCOC(=O)C1(Cc2cccc(OC)c2)CCN(Cc2cccn2-c2ccccn2)CC1	-1.0	-5	1	2	88	/	2	-3	0.3	5
COCCNC(=O)C(c1ccc(C)cc1)N(C(=O)C(=O)NC1CCCC1)c1ccc2c(c1)OCCO2 (configuration not stated)	-0.3	5	1	-2	101	1.3	12	-2	0.0	-5
Cc1cc(C)nc(NC2=NCC(=O)N2c2ccccc2Br)n1	-0.6	-5	1.1	-8	104	1.1	8	-5	0.3	5
O=c1oc2ccccc2cc1-c1nnc(NCc2ccco2)s1	0.1	-147	0.9	-1	154*	5.4*	2	14	-0.2	147*
O=C(Nc1ccc(OC(F)(F)F)cc1)Nc1cccc([N+](=O)[O-])c1	0.3	-31	1	-10	84	1.4	-1	0	0.0	31
CSc1nc2c(c(C(F)(F)F)n1)CC(C)CC2 (configuration not stated)	2.4	7	1	-8	106	1.3	6	-3	-0.2	-7
Cn1c(NC(=O)c2ccc(Cl)cc2Cl)cc(=O)n(C)c1=O	-1.3	6	1	3	98	0.99	-1	-4	-0.4	-6
CC(=O)c1cnc2n(c1=O)CCS2	-0.8	14	1.1	-1	106	1.1	8	-6	-0.1	-14
COc1ccccc1C1CC(c2ccco2)=NN1c1ccccc1 (configuration not stated)	1.2	-6	1	-9	102	1.1	-11	-5	0.0	6

Quoted from the listing.
Under Redox H2O2 prof, Cc1cc(C)cc(OCC(=O)Nc2ccc3c(c2)C(=O)c2ccccc2C3=O)c1 reads 0.3
Under Efa HMGR inh, CCOC(=O)C1(Cc2cccc(OC)c2)CCN(Cc2cccn2-c2ccccn2)CC1 reads 2
Under FLuc stim CS, CC(=O)c1cnc2n(c1=O)CCS2 reads 1.1
Under Hsp70 act, Cn1c(NC(=O)c2ccc(Cl)cc2Cl)cc(=O)n(C)c1=O reads -0.4

(more compounds)
SMILES	Redox H2O2 prof	APP transl inh	FLuc stim CS	Efa HMGR inh	STAT1 act	NF-kB expr up	G6PDH counter	FLuc inhib CS	Hsp70 act	APP 5'UTR act
Cc1ccc2cc(C=O)c(N(C)C)nc2c1	-0.4	19	1	-7	98	1.3	2	-2	-0.1	-19
CCCCn1nnnc1SCC(=O)c1ccc(C)c(C)c1	2.5	-10	1	2	113	1.5	14	1	-0.2	10
CCN1CCc2c(OCC(=O)N3CCCc4ccccc43)cccc2C1=O	-1.1	-8	1	2	93	0.74	8	-3	-0.1	8
CCn1c2ccccc2c2cc(NC(=O)COC(=O)Cc3cn4ccsc4n3)ccc21	-0.4	5	1.1	-6	102	0.84	5	-7	0.1	-5
COc1ccccc1-c1ccc(SCc2ccccc2F)nn1	-1.6	-37	0.8	4	129*	1.8	-2	21	-0.2	37
OCc1nc2ccccc2n1CC(O)Cn1ccc2ccccc21 (configuration not stated)	2.7	-4	1	3	93	0.82	28	-2	-0.3	4
O=C(Nc1cccc(C(F)(F)F)c1)c1ccc2nc(N3C(=O)CCC3=O)sc2c1	0.7	-6	1	0	99	2	12	0	0.2	6
COc1ccccc1NC(=S)N1CCC(c2nc3ccccc3o2)CC1	0.1	-1	1	1	88	0.91	-3	1	-0.2	1
Cc1occc1C(=O)NNC(=O)C(c1ccccc1)c1ccccc1	-7.6	-8	1	3	97	1.1	14	-1	-0.3	7
COc1ccc(CC(=O)Nc2ccc(S(=O)(=O)Nc3cc(C)on3)cc2)cc1	1.4	/	1	-1	105	0.98	15	2	-0.3	/
c1ccc2c(c1)Cn1nc(Cc3nc4c(s3)CCCC4)nc1-2	1.2	-32	0.9	-4	113	1.7	-2	15	0.0	32
Cc1ccccc1NC(=O)COC(=O)Cc1cccc(C(F)(F)F)c1	-0.2	1	1	-5	94	1.2	-8	-5	-0.2	-1
Oc1ccc(Br)cc1-c1nc2cnccn2c1NC1CCCCC1	-0.2	-16	1	0	100	0.9	-2	-3	-0.4	16
Cc1c(Br)c(C(F)(F)F)nn1CC(=O)NCc1ccccc1	0.0	0	1.1	-11	98	1.6	1	-8	-0.1	0
CCCOc1ccc(CCC(=O)O)cc1	0.5	-8	1	0	107	1.1	12	0	-0.1	8
O=C(CCCN1C(=O)/C(=C/c2cccs2)SC1=S)Nc1cccc(C(=O)O)c1	0.0	-8	1	-5	94	1.2	3	-3	0.2	8
COc1ccc2cc(C#N)c(SCC(=O)N3CCCC3)nc2c1	0.7	1	1.1	3	100	1.6	-53	-7	0.5	-1
O=C(Nc1ccc(Cl)cc1)N(Cc1nc2ccccc2c(=O)[nH]1)Cc1cccs1	-0.1	5	1	1	98	0.52	-12	-2	-0.2	-5
Cc1cccc(OCc2n(CC(=O)OC3CC(C)CCC3C(C)C)c3ccccc3[n+]2C)c1 (configuration not stated)	-0.6	-32	1	-4	96	0.26	9	-3	-0.4	33
CC(OC(=O)c1cccc(NS(C)(=O)=O)c1)C(=O)Nc1ccc(N2CCOCC2)cc1 (configuration not stated)	0.1	-16	1	-2	96	0.98	-13	-2	-0.2	16
COc1ccc(C[C@H]2CN3C(=NC[C@@H]3Cc3ccc(O)cc3)N2CCNC(=O)c2ccc(C)c(Br)c2)cc1	-1.1	0	1.1	-2	94	0.77	2	-8	0.3	0
O=C(c1cnn(-c2nc3ccccc3s2)c1)c1ccccc1O	-0.2	-36	0.6	1	121	2.6	2	42	0.0	36
COC(=O)C1=C(C)N(c2ccc(C(=O)OC)cc2)C(=O)C1	0.8	-4	1	-3	96	0.84	-2	-2	-0.2	4
Cc1cccc(NC(=S)NCCc2c[nH]c3ccccc23)c1	0.1	-8	1	-1	104	1.3	-7	-1	-0.4	8
CC(=O)N1CCN(CCN=CC2=C(O)CC(C)(C)CC2=O)CC1	-0.9	-16	1.1	1	92	0.96	-3	-7	-0.1	16
O=C(COc1ccc(Cl)cc1[N+](=O)[O-])N1CCCCC1	-0.1	-4	1	-3	101	1.1	5	-2	0.0	4
O=c1cc(N2CCCCC2)c(-c2ccccc2)n[nH]1	-1.8	-18	1	-4	100	1.2	5	-4	-0.3	18
CC(C)CC(=O)Nc1ccc(Nc2ccccc2)cc1	4.4	-10	0.8	-11	103	1.8	13	22	-0.1	10
Cc1ccc(-c2nnc(NCc3nc4ccccc4[nH]3)c3ccccc23)cc1S(=O)(=O)N1CCOCC1	0.3	-18	1.1	-8	97	0.32	-20	-6	-0.4	18
N#Cc1nc(COc2ccc(F)cc2)oc1N1CCCCC1	0.1	-8	1	7	105	1.5	11	1	-0.2	8
Cc1cccc(C)c1NC(=O)CCN1C(=O)C2C3CCC(C3)C2C1=O (configuration not stated)	1.0	-1	1.1	-5	96	1.4	5	-6	0.1	1
CCC(Sc1nc(N)cc(=O)[nH]1)C(=O)Nc1cc(C)on1 (configuration not stated)	-0.2	-23	1.1	1	95	0.88	14	-9	-0.4	23
N#Cc1ccc(C(=O)Nc2ccc(N3CCN(C(=O)c4ccco4)CC3)cc2)c(F)c1	0.4	12	1	3	97	1.1	8	-1	0.3	-12
O=[N+]([O-])c1ccc(N2CCCCC2)cc1NCCOc1ccccc1	-0.9	-9	1	-4	103	1.1	-12	-3	-0.3	9
O=C1COc2ccc(C(=O)CSc3nnnn3-c3ccccc3)cc2N1	1.9	1	1	2	102	1.1	4	-3	0.3	-1
Cc1cc(C(=O)CSc2n[nH]c(N)n2)c(C)n1-c1cccc(F)c1	-0.3	-20	0.9	0	103	1.4	1	13	-0.3	20
COc1ccccc1NC(=O)NCc1ccc2c(c1)OCO2	3.6	-13	0.8	3	97	1.1	-16	24	0.5	13
CCc1nnc(NC(=O)CSc2nnc(COc3ccc(C)cc3)n2-c2ccccc2)s1	-0.3	5	1	-4	107	1.1	4	-4	-0.3	-5
COc1ccc(NC(=O)c2cccc(Cn3cc(Br)cn3)c2)cn1	0.5	3	1.1	-5	86	1.1	-2	-6	-0.2	-3
